Source: PubChem (National Center for Advancing Translational Sciences (NCATS))
Pol III holo inh = inhibitors of bacterial DNA polymerase III holoenzyme. reconstituted DNA polymerase III holoenzyme replication, biochemical. Potency, µM (top dose mostly 57.1 µM), without a hit: top-dose activity change, negative = inhibition. 0.25% of 71,000 active; also: potency is read from the fitted curve at half-maximal effect; % is scaled to controls: 0 for no effect and ±100 for the full control effect
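Reconstituted *E. coli* holoenzyme (0.35 nM Pol III, 1 nM beta, 154 nM SSB, 2 nM primase) was preincubated with compound for 15 min at RT. Synthesis on 1.4 nM ssM13Gori ran 35 min, then was stopped with PicoGreen/EDTA and read as dsDNA fluorescence.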
15-hLO inh = 15-hLO (ALOX15) enzyme inhibition; Potency, µM (titrated, usually from 57.1 µM), without a hit: at the top dose activity change, negative = inhibition, hits mostly inhibitors; purified 15hLO-1, xylenol orange hydroperoxide absorbance; 1.4% of 74,000 active; P16050; also: potency is read from the fitted curve at half-maximal effect; % is scaled to controls: 0 for no effect and ±100 for the full control effect; nearly all actives have a fitted effect of over 55% in size
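Hydroperoxide formed from arachidonic acid (50 uM) by purified human 15hLO-1 (40 nM) oxidizes ferrous iron, and the ferric-xylenol orange complex is read at 573 versus 405 nm. Compounds were preincubated 15 min; reaction ran 6 min at room temperature.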
BRCT PPI red = disrupts BRCA1 BRCT binding to phosphoprotein, red fluorophore readout | Potency, µM (doses to about 76.9 µM), inactives show at the top dose activity change, negative = inhibition, usual class: inhibitors | AID 892 | 0.03% of 75,000 active | BRCT-phosphopeptide binding, red fluorescence polarization | P38398; also: % is scaled to controls: 0 for no effect and ±100 for the full control effect
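Rhodamine-labelled pBACH1 10-mer (100 nM) bound to BRCT domain (100 nM) at pH 7.3; compounds incubated 12 min room temperature, polarization read. Free peptide defines full inhibition; unlabelled decapeptide titrated as control.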
Epigenetic mod = epigenetic GFP locus derepression in mouse cells | 0.09% of 68,000 active | AID 597 | mouse C127i GFP locus derepression, cytometry, 30 h | Potency, µM (series often up to 46.1 µM), without a hit: at the highest dose GFP derepression (activation); also: % of control where 0% means no effect
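Read-out is the number of GFP-positive cells, scored as fluorescent objects 20 to 120 um wide, reflecting derepression of a silenced CMV-GFP reporter in murine C127i cells after 30 h compound exposure at 37 C.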
CRE Fsk mod = modulators of forskolin-stimulated CRE signaling in CHO cells | CHO CRE-bla reporter (cAMP response element driving beta-lactamase), forskolin EC10, beta-lactamase ratio | Potency, µM (titrated, usually from 38.2 µM), for the others: at the highest dose activity change, negative = inhibition, hits mostly activators | 2.5% of 71,000 active; active = well fitted activation curve with a large enough effect in the signal ratio, with a control signal flat, not every such curve was filed as active; inconclusive = small, poorly fitted or top-dose-only effect, or effect the other way, or a change in a side signal; the % refers to the signal ratio; also: potency is read from the fitted curve at half-maximal effect; % of control where 0% means no effect
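The 460nm/530nm emission ratio after CCF4 loading defined %Activity, from which AC50 values were obtained. CRE-bla CHO cells received compound dilution series together with an EC10 level of NKH 477 for 3 hours at 37 degrees Celsius.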
Hsp90 Hop PPI = changes Hsp90-Hop TPR2A binding signal, up or down | AlphaScreen TPR2A-His6 binding biotin-Hsp90 C-terminal peptide | Potency, µM (titrated, usually from 57 µM), without a hit: at the top dose activity change, negative = inhibition | 0.44% of 71,000 active | AID 595; active = well fitted curve in either direction with a large enough effect; inconclusive = small, poorly fitted or top-dose-only effect, or another doubt; also: potency is read from the fitted curve at half-maximal effect; % is scaled to controls: 0 for no effect and ±100 for the full control effect; many of its hits are not listed in these tables
BRCT inh green = inhibitors of human BRCA1 BRCT-phosphoprotein interaction (green fluorophore); BRCA1 BRCT-phosphopeptide binding, green fluorescence polarization; Potency, µM (titrated, usually from 76.9 µM), inactives show at the highest dose activity change, negative = inhibition, most hits filed as inhibitors; 0.05% of 75,000 active; AID 875;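 also: potency is read from the fitted curve at half-maximal effect; plate controls were peptide without protein for full effect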
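Fluorescence polarization: His-tagged BRCT (~35 kDa BRCA1 C-terminus, 250 nM) bound to 100 nM fluorescein-labeled phosphorylated 10-aa BACH1 peptide, pH 7.3 phosphate buffer with DTT and Tween 20. Compounds incubated 12 min at room temperature; inhibition read as lowered polarization.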
USP2a inhib = USP2a (human) protease inhibition. Potency, µM (doses to about 38.3 µM), for inactives: at the top dose activity change, negative = inhibition, actives largely listed as inhibitors. USP2a enzymatic assay, qHTS inhibition. O75604. 0.1% of 60,000 active;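 also: potency is read from the fitted curve at half-maximal effect; nearly all actives have a fitted effect of over 60% in size; plate controls were DMSO for no effect and NEM full inhibition control for full effect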
Target sequence (O75604 whole entry, looked up): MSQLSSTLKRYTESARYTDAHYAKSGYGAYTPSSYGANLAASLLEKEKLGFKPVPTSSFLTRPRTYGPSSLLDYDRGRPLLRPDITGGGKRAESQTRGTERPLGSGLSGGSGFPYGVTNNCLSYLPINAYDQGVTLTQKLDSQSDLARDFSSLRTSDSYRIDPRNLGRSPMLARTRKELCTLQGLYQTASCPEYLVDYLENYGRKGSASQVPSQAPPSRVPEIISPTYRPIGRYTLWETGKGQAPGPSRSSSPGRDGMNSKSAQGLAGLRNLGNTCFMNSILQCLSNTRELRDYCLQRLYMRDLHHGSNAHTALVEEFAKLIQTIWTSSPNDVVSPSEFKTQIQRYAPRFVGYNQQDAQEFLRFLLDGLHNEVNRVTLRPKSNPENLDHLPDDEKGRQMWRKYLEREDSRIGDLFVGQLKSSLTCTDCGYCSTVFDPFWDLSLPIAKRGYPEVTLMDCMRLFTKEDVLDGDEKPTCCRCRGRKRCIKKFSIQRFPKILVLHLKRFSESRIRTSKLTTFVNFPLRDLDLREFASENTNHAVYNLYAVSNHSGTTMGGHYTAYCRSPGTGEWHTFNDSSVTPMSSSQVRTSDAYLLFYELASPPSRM
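20 nM USP2 core + cpd, 30 min RT; add 20 nM Ub-PLA2/20 uM NBD C6-HPC; read Ex460/Em535 at 0 h and 2.5 h. Normalized to NEM; qHTS curve fit/classification.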
HBB splice mod = modulators of hemoglobin beta chain splicing | HBB splicing reporter cell assay, activation; EGFP reporter with mutant IVS2-654 intron; response scale: normalised to 500 nM splice-correcting PNA | Potency, µM (titrated, usually from 46.1 µM), for the others: top-dose activation, most hits filed as activators | 0.06% of 65,000 active | AID 925; also: potency is read from the fitted curve at half-maximal effect; 0% is about no effect
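HeLa cells stably expressing EGFP interrupted by mutant beta-globin intron 2 (IVS2-654), 500/well in 2% FCS. Treated with compound for 2 days at 37C. Splicing correction scored as total well GFP intensity (488 nm excitation, 500-520 nm emission); 500 nM antisense PNA served as control.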
UbGFP stabilizer = ubiquitin-GFP accumulation via proteasome inhibition. AID 526. Ubiquitin-GFP reporter cells, proteasome inhibition, GFP fluorescence; response scale: untreated = 0%, 10 µM MG-132 = 100%. Potency, µM (doses to about 45.9 µM), for inactives: top-dose activation (GFP accumulation), most hits filed as activators. 67,000 tested, under 10 active; active = well fitted activation curve with a large enough effect, not every such curve was filed as active; inconclusive = small, poorly fitted or top-dose-only effect, or another doubt; inactive = no such curve, though single readings can be large or run the other way; also: potency is read from the fitted curve at half-maximal effect
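U2OS cells stably expressing ubiquitin(G76V)-GFP, seeded overnight in 0.5% FBS medium, were exposed to compounds (qHTS, 46 uM to 2.9 nM) for 4 hr at 37 °C. GFP-positive cells were counted by laser cytometry (488 ex/515 em), normalized between basal and 10 uM MG-132.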
HADH2 inh = inhibitors of human HADH2 dehydrogenase. Q99714. recombinant HADH2, NADH fluorescence, beta-hydroxybutyryl-CoA. Potency, µM (top dose mostly 57.1 µM), for inactives: top-dose activity change, negative = inhibition, hits mostly inhibitors. 3.4% of 73,000 active. AID 886; also: potency is read from the fitted curve at half-maximal effect; % is scaled to controls: 0 for no effect and ±100 for the full control effect; nearly all actives have a fitted effect of over 60% in size; many of its hits are not listed in these tables
Target sequence (Q99714 whole entry, looked up, one chain of several): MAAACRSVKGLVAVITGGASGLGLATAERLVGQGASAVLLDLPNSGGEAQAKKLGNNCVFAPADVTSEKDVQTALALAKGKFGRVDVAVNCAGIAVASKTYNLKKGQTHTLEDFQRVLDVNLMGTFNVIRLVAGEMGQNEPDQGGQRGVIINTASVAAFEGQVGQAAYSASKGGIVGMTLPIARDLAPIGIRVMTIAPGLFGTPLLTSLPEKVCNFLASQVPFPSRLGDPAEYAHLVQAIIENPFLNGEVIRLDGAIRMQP
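Activity measured as NADH fluorescence gain (360/450 nm), taken as the change between first and last reads of a 4-min kinetic run. Conditions: pH 9.0 Tris buffer, 20 nM E. coli-expressed His-tagged enzyme, 1 mM NAD+, 90 uM beta-hydroxybutyryl-CoA; 15-min compound preincubation.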
* marks the source's active call; other numbers are inactive results; ? = inconclusive; . = no result given; [ ] = dose if it differs, or a comment. Unless noted, calls follow the shape of the dose curve; as a rule, active = well fitted curve in the direction sought with a large enough effect; inconclusive = small, poorly fitted or top-dose-only effect, or another doubt; inactive = no such curve, though single readings can be large; an effect the other way counts as inactive or inconclusive. These rows are one share of the data (hit frequency here may not be typical).

SMILES | Pol III holo inh | 15-hLO inh | BRCT PPI red | Epigenetic mod | CRE Fsk mod | Hsp90 Hop PPI | BRCT inh green | USP2a inhib | HBB splice mod | UbGFP stabilizer | HADH2 inh
CC(C)NC(=O)c1ccc2c(=O)n(C3CCCC3)c(=S)[nH]c2c1 | 0% | -7% | -0.8% | 2% | -17% | -2% | 0.4% | 5% | 1.8% | 7% | 23%
O=C(Nc1ccc2c(c1)OCO2)C1(S(=O)(=O)c2ccc(Cl)cc2)CC1 | -3% | -3% | -2.6% | 0% | -18% | -7% | -0.1% | 24% | 0.3% | -1% | -3%
Cc1ccc(-c2csc3ncnc(Sc4nnc(CN5CCCCCC5=O)o4)c23)cc1 | -5% | -24% | -2.4% | 2% | ? | -1% | 0.5% | 13% | -0.5% | 13% | ?
C=C(C)CN(CC)c1nc(N)c(C#N)c(CC#N)c1C#N | -8% | -8% | 1.3% | 8% | ? | -5% | 5.2% | 15% | -3.7% | -15% | -6%
O=C(CCc1ccc(S(=O)(=O)N2CCOCC2)cc1)NCCc1ccccn1 | 0% | 6% | -0.1% | 0% | -7% | 1% | -0.5% | -7% | -0.1%[57.5 µM] | 1% | 5%
NS(=O)(=O)c1ccc(N=Nc2c(O)c(C(=O)O)cc3ccccc23)cc1 | -11%[11.4 µM] | 2%[11.4 µM] | -1.1%[15.4 µM] | 3%[9.22 µM] | ? | -19%[11 µM] | -1.1%[15.4 µM] | . | 2.8%[9.22 µM] | -5%[9.17 µM] | -21%[11.4 µM]
Cc1c(C(=O)OC2CCCCC2)[nH]c2c1C(=O)CC(C)(C)C2 | -5% | -2% | -2.5% | 2% | 14% | -2% | -1.9% | -18% | -0.1%[57.5 µM] | 5% | 5%
N#Cc1cn(CC(=O)NCc2cccnc2)c2ccccc12 | -4% | -7% | -1.6% | 0% | -10% | 0% | -1.7% | -8% | 0.0% | 6% | 8%
CC(=O)Nc1ccc(N)cc1 | 1% | 1% | 0.3% | . | -2% | -2% | -1.3% | . | -0.1% | . | 2%
COC(=O)c1ccc(CN2C(=O)c3ccccc3S2(=O)=O)cc1 | -2% | 0% | 0.2% | 0% | 68% | 1% | 0.8% | 5% | 1.4% | -5% | 1%
Cn1c(=O)c2c(nc(SCCCC#N)n2Cc2c(F)cccc2Cl)n(C)c1=O | -8% | 5% | -0.1% | . | ? | -5% | 1.2% | . | -0.4% | 2% | -2%
O=C(NCCc1ccccc1)c1cc(-c2ccc3c(c2)OCO3)on1 | -9% | 5% | 1.3% | 2% | ? | -4% | -0.3% | 13% | -1.5% | -4% | -8%
COCCn1c(=S)[nH]c2cc(C(=O)N3CCN(c4ccc(F)cc4)CC3)ccc2c1=O | -2% | 0% | 0.1% | -2% | ? | 3% | -0.5% | 31%[activator] | -0.3%[0.369 µM] | . | -1%
O=C(O)C1CCCCC1C(=O)NCCCc1ccccc1 (configuration not stated) | 4% | 3% | -0.8% | 3% | ? | -3% | -1.8% | 0% | 0.8% | 7% | -4%
CCc1ccc(NC(=O)CN(c2ccc3c(c2)OCO3)S(=O)(=O)c2c(C)noc2C)cc1 | 0% | -5% | -1.5% | 0% | 7% | -1% | -0.6% | . | -0.2% | 21% | 0%
Cc1cc(NC(=O)Cn2cnc3c(cnn3C(C)(C)C)c2=O)no1 | 1% | 2% | -1.0% | -1% | ? | 5% | -3.4% | -2% | -1.4% | 1% | 9%
O=C(c1ccco1)N1CCN(C(=O)c2oc(=O)c3ccccc3c2-c2ccccc2)CC1 | 2% | 5% | -0.6% | -8% | -3% | -1% | 0.4% | . | 0.3% | -3% | -10%
Cc1cc(NS(=O)(=O)c2ccc(NC(=O)Nc3cccc(Cl)c3)cc2)no1 | 13% | -5% | 1.9% | 0% | -11% | -1% | -1.7% | 3% | 5.1% | -3% | -5%
Cc1ccc2oc(=O)n(CCOc3ccccc3Cl)c2c1 | 1% | -8% | 0.6% | -4% | 12% | 10% | -4.6% | . | 0.1% | -6% | 5%
COc1cccc(CN(CC(=O)NCC2CCCO2)C(=O)CCC(=O)Nc2cc(C)on2)c1 (configuration not stated) | -3% | 4% | 0.1% | -3% | -9% | -4% | -0.1% | -1% | . | 1% | 24%
O=C(CSc1nnc(-c2ccc(Cl)cc2)n1Cc1ccco1)Nc1ccc2c(c1)OCCO2 | 1% | -29% | 0.1% | -2% | ? | -4% | 11% | 16% | 3.8% | -1% | -3%
N/C(=N\O)c1ccc(NC(=O)c2cccs2)cc1 | 0% | 6% | -1.9% | 0% | 22% | -6% | 0.2% | 0% | 0.9% | -5% | -2%
Nc1c(S(=O)(=O)c2ccccc2)nnn1-c1ccccc1 | 5% | 2% | -0.2% | -3% | ? | -2% | -0.3% | 5% | 1.8% | -6% | -1%
Cc1cc(C)n2nc(Cc3ccccc3)nc2n1 | 0% | -12% | 0.7% | 4% | 27% | -2% | -0.9% | -1% | 0.0% | -4% | 19%
CCCCNC(=O)CCC(=O)Nc1ccc2nc(N3CCOCC3)cc(C)c2c1 | -9% | 2% | 0.7% | 1% | 12% | 0% | -2.4% | 13% | -2.3% | 2% | 25µM*
Following part.
SMILES | Pol III holo inh | 15-hLO inh | BRCT PPI red | Epigenetic mod | CRE Fsk mod | Hsp90 Hop PPI | BRCT inh green | USP2a inhib | HBB splice mod | UbGFP stabilizer | HADH2 inh
CCOC(=O)N1CCN(C2CC(=O)N(c3ccc(F)cc3)C2=O)CC1 (configuration not stated) | -5% | -1% | -0.4% | -2% | -5% | -2% | -2.0% | -2% | 0.5%[9.22 µM] | 16% | 8%
COCCn1c(SCC(=O)c2ccccc2)nc2c(c1=O)SC(C)C2 (configuration not stated) | 2% | -5% | -0.3% | 0% | 21% | -17% | -0.1% | 11% | 0.6% | 9% | -11%
O=C(NCCN1CCCC1)c1ccc(Cn2c(=S)[nH]c3cc4c(cc3c2=O)OCO4)cc1 | 0% | -19% | -1.2% | 0% | -22% | -7% | -1.1% | 5% | -5.0%[0.369 µM] | 0% | -6%
COc1ccc(-c2cc(=O)c3c(O)cc(O)cc3o2)cc1 | -2%[25.6 µM] | 8%[25.6 µM] | -1.2% | 1%[20.6 µM] | ? | -3%[26 µM] | 0.2% | 22% | 0.9%[20.6 µM] | -4%[20.5 µM] | -20%[25.6 µM]
Cc1cccc(CNc2cc(-c3cccc(NS(C)(=O)=O)c3)ncn2)c1 | -9% | -22% | -0.9% | 2%[9.22 µM] | ? | 2% | 1.3% | 20% | -1.3% | 0% | 5%
CC(C)(C)n1nnnc1C(c1cccs1)N1CCN(Cc2ccccc2)CC1 (configuration not stated) | -2% | -12% | 1.3% | 0% | -11% | 0% | -0.6% | 13% | -0.1%[57.5 µM] | 3% | 5%
CCn1c(=O)cc(OCC(=O)Nc2ccc(C)cn2)c2ccccc21 | -4% | -9% | -0.3% | 1% | 14% | 0% | -0.9% | 20% | -1.0% | -17% | -3%
CN=Cc1sc2ccccc2c1O | -7% | -12% | 0.0% | 9% | -2% | -6% | -5.8% | -3% | -0.5% | -3% | -9%
CCNS(=O)(=O)c1c(C)cc(N2CCCC2=O)cc1C | 3% | -4% | -0.3% | 5% | -10% | -3% | -1.7% | 0% | -1.3% | 3% | -2%
CCOC(=O)c1[nH]c(C)c(C(=O)NC2CCCC2)c1C | -1% | 5% | 3.0% | 7% | 15% | -1% | -1.6% | . | -0.6% | 0% | -1%
CCCCC(=O)Nc1ccc(N2CCN(C(=O)CC)CC2)cc1 | -6% | -6% | -1.8% | 0% | 9% | ? | -2.9% | 29% | -1.3% | 7% | 4%
COc1cccc(N2CCN(c3ncccn3)CC2)c1 | 2% | 8% | -2.3% | 0% | 11% | -6% | -0.1% | . | 0.6% | 3% | 3%
Cc1nc(N2C(=O)C(=O)/C(=C(/O)c3ccccc3)C2c2ccco2)sc1C (configuration not stated) | 4% | 30%[activator] | 0.2% | -2% | ? | -3% | -1.0% | 21% | 0.4%[1.84 µM] | 4% | -26%
CC(=O)c1ccc(NC(=O)CSc2nc3nc(C)cc(C)n3n2)cc1 | -3% | 2% | -1.4% | . | ? | -1% | -0.8% | . | -0.8% | 6% | -10%
